Assay outcomes deposited in PubChem by National Center for Advancing Translational Sciences (NCATS).
IMPase Li cell – cell-permeable IMPase inhibitors with lithium potentiation; CHO-M1 cells, IP1 TR-FRET (IP-One), carbachol + lithium; Potency, µM (highest dose often 59.4 µM), for the others: at the highest dose activity, negative = IMPase inhibition, usual class: inhibitors; 210,000 tested, 0.35% active; AID 1457;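 also: IP1 builds up when IMPase is blocked and the TR-FRET signal falls; plate controls were basal vehicle for no effect and high inhibitor control for full effect; nearly all actives have a fitted effect of over 50% in size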
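Concentration–response in CHO-M1 cells, lithium-potentiated; 30 min at 37C. IP1 detected by competitive TR-FRET after 10 min lysis at RT. Hill-fitted AC50.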
GoLoco inh red – inhibitors of human Gai1-RGS12 GoLoco interaction (red fluorophore); P63096; AID 880; Gai1:RGS12 GoLoco peptide FP, rhodamine, 10 min; Potency, µM (titrated, usually from 61.6 µM), for the others: at the highest dose activity, negative = inhibition, actives largely listed as inhibitors; 230,000 tested, 0.44% active; active = well fitted inhibition curve with a large enough effect, not every such curve was filed as active; inactive = no such curve, though single readings can be large or run the other way; also: % is scaled to controls: 0 for no effect and ±100 for the full control effect; nearly all actives have a fitted effect of over 30% in size; many of its hits are not listed in these tables
Target sequence (P63096 whole entry, looked up): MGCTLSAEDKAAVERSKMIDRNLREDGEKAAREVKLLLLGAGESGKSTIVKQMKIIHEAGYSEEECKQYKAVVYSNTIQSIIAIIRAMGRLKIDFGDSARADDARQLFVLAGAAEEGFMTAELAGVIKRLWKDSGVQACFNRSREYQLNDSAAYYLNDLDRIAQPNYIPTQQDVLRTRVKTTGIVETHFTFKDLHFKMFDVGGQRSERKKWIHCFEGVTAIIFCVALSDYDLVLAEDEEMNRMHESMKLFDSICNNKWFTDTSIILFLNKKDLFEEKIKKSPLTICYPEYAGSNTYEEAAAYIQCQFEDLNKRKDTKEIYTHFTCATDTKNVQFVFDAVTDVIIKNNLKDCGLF
NPSR antagonist – neuropeptide S receptor (human) antagonism, cAMP. CHO-NPSR cells, cAMP TR-FRET, antagonist mode. Potency, µM (top dose mostly 38.3 µM), for the others: at the top dose activity change, negative = inhibition, most hits filed as inhibitors. 220,000 tested, 1% active; also: % is scaled to controls: 0 for no effect and ±100 for the full control effect; nearly all actives have a fitted effect of over 50% in size; many of its hits are not listed in these tables
Target sequence (Q6W5P4 whole entry, looked up): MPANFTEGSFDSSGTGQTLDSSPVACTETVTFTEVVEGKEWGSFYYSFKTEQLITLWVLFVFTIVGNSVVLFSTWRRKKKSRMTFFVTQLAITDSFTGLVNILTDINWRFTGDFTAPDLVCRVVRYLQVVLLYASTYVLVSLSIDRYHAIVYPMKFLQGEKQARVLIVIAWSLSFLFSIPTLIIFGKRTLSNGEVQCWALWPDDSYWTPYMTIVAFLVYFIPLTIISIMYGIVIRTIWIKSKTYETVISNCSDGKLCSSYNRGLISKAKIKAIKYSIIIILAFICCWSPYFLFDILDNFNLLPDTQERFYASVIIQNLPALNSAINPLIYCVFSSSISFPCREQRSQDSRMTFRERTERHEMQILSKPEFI
RECQ1 inh – blocks DNA unwinding by human RECQ1; P46063; RECQ1 DNA unwinding, red fluorescence kinetic read; Potency, µM (highest dose often 57.3 µM), without a hit: at the top dose activity, negative = inhibition, usual class: inhibitors; 240,000 tested, 0.54% active;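 also: plate controls were vehicle for no effect and no enzyme for full effect; nearly all actives have a fitted effect of over 30% in size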
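50 nM RECQ1T1 preincubated 15 min with compound in Tris pH 8.0 buffer with MgCl2, DTT, Tween-20 and 2.5 ug/ml poly(dI-dC); started with 200 nM TAMRA/BHQ-2 forked duplex and 2 mM ATP. Unwinding read as fluorescence (525/598 nm), two reads 2 h apart.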
KinaseGlo FLuc – blocks Kinase-Glo luciferase, a counter-screen artifact | Potency, µM (doses to about 38.3 µM), for the others: top-dose activity change, negative = inhibition, usual class: inhibitors | 200,000 tested, 0.28% active | Kinase-Glo luciferase, ATP luminescence, 8 min; also: % is scaled to controls: 0 for no effect and ±100 for the full control effect; nearly all actives have a fitted effect of over 60% in size
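Recombinant Kinase-Glo luciferase, 10 uM ATP (linear range), luciferin; imidazole pH 7.2 / KCl / MgCl2 / Tween / BSA buffer; 8 min RT; luminescence.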
KDM4E inh – blocks human JMJD2E demethylase activity; B2RXH2; JMJD2E catalytic domain, FDH-coupled NADH fluorescence (FDH is formaldehyde dehydrogenase); Potency, µM (doses to about 57.1 µM), for inactives: at the top dose activity change, negative = inhibition, most hits filed as inhibitors; 230,000 tested, 1.6% active; AID 2147; active = well fitted inhibition curve with a large enough effect, not every such curve was filed as active; inconclusive = small, poorly fitted or top-dose-only effect, or another doubt; inactive = no such curve, though single readings can be large or run the other way;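 also: 0% = wells with enzyme and -100% = buffer wells without enzyme; nearly all actives have a fitted effect of over 50% in size; many of its hits are not listed in these tables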
Target sequence (B2RXH2 1-337 limits assumed): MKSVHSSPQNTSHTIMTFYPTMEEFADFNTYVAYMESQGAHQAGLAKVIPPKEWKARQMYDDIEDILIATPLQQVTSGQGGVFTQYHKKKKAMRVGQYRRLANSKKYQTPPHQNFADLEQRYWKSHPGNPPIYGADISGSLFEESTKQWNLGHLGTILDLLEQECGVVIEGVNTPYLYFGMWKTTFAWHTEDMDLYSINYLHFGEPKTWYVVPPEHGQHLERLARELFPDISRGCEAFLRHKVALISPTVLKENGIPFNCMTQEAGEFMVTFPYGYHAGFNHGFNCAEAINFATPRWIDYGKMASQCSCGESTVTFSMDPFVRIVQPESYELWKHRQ
Epigenetic derep – derepresses silenced GFP reporter in murine cells; murine LDR cells, GFP reporter derepression, 30 h; Potency, µM (highest dose often 53.9 µM), for inactives: top-dose GFP activation, usual class: activators; 280,000 tested, 0.2% active; AID 1865; also: % of control where 0% means no effect; nearly all actives have a fitted effect of over 60% in size
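Murine LDR cells carrying a silenced, genomically integrated CMV-driven GFP reporter were exposed to compound for 30 hours at 37 C. After PBS washes, GFP-positive cells (20–120 um objects) were counted by laser-scanning microplate cytometry.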
SMN2 splice enh – increases expression of the SMN2 splice variant; Potency, µM (series often up to 46.1 µM), inactives show at the highest dose activity change, positive = activation, actives largely listed as activators; 210,000 tested, 2.8% active; HEK293 SMN2-luciferase splicing reporter, luminescence, 30-36 h; also: % of control where 0% means no effect; nearly all actives have a fitted effect of over 55% in size
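HEK293 cells carry an SMN2 […]–luciferase reporter in which exon 7 inclusion puts luciferase in frame. Cells were plated 10-12 h before compound addition, then incubated 30-36 h at 37C. ONE-Glo luminescence was read; sodium butyrate at 4.5 mM final served as control.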
An asterisk follows results filed as active; i = inactive; ? = inconclusive; / = not tested or not shown; [ ] = another dose, or the depositor's remark. Unless noted, calls follow the shape of the dose curve; as a rule, active = well fitted curve in the direction sought with a large enough effect; inconclusive = small, poorly fitted or top-dose-only effect, or another doubt; inactive = no such curve, though single readings can be large; an effect the other way counts as inactive or inconclusive. Potency is read from the fitted curve at half-maximal effect.

SMILES	IMPase Li cell	GoLoco inh red	NPSR antagonist	RECQ1 inh	KinaseGlo FLuc	KDM4E inh	Epigenetic derep	SMN2 splice enh
O=c1[nH]c2cc(Cl)cc(Cl)c2[nH]c1=O	-27%[38.3 µM]	18%	13%[46.1 µM]	-3%	-4%	?	-2.5%	3%
O=c1[nH]c(=S)c2[nH]c(=O)n(-c3ccccc3)c2[nH]1	1%	-3%[14.2 µM]	/	/	-5%[7.66 µM]	/	/	-4%[9.22 µM]
CCCCCn1c(=O)[nH]c2cc(C(=O)O)ccc2c1=O	16%[38.3 µM]	12%	19%[46.1 µM]	-11%	0%	?	0.0%	-6%
CC(=O)N1CC(=O)N(OCc2ccccc2)C1c1ccc(Cl)cc1Cl (stereo unspecified)	1%[38.3 µM]	5%	-7%[46.1 µM]	-9%	-9%	3%	-2.5%	7%
CC(C)COP(=O)(c1ccc(N(C)C)cc1)C(Nc1ccccc1)c1cccnc1 (stereo unspecified)	-3%	8%	-5%	1%	-1%	0%	2.0%	4%
CN1CCN/C1=C(/C(Cl)=C(Cl)Cl)[N+](=O)[O-]	1%	6%	40%	-1%	0%	-8%	2.3%	1%
CN1CCc2c(c3c(n2C)CCN(C)[C@H]3c2ccccc2F)[C@@H]1c1ccccc1F	3%[38.3 µM]	5%	6%[46.1 µM]	8%	-6%	-16%	-1.1%	-9%
CCOC(=O)c1ccc(NC(=O)Nc2ccon2)cc1	/	2%	-4%	-4%	/	7%	4.2%	/
CCOC(=O)CSC1=C(C#N)C(c2ccc(Cl)cc2)CC(=O)N1 (stereo unspecified)	-12%[38.3 µM]	7%	-7%[46.1 µM]	-10%	-3%	-3%	-2.4%	16%
COCC(C)NC(=O)c1cc(-c2ccccc2OC)on1 (stereo unspecified)	-2%[38.3 µM]	10%	-13%[46.1 µM]	1%	-1%	?	-1.1%	3%

Reprinted at random: seven entries already listed, in no set order.
SMILES	IMPase Li cell	GoLoco inh red	NPSR antagonist	RECQ1 inh	KinaseGlo FLuc	KDM4E inh	Epigenetic derep	SMN2 splice enh
CCOC(=O)c1ccc(NC(=O)Nc2ccon2)cc1	/	2%	-4%	-4%	/	7%	4.2%	/
COCC(C)NC(=O)c1cc(-c2ccccc2OC)on1 (stereo unspecified)	-2%[38.3 µM]	10%	-13%[46.1 µM]	1%	-1%	?	-1.1%	3%
CC(C)COP(=O)(c1ccc(N(C)C)cc1)C(Nc1ccccc1)c1cccnc1 (stereo unspecified)	-3%	8%	-5%	1%	-1%	0%	2.0%	4%
CC(=O)N1CC(=O)N(OCc2ccccc2)C1c1ccc(Cl)cc1Cl (stereo unspecified)	1%[38.3 µM]	5%	-7%[46.1 µM]	-9%	-9%	3%	-2.5%	7%
O=c1[nH]c(=S)c2[nH]c(=O)n(-c3ccccc3)c2[nH]1	1%	-3%[14.2 µM]	/	/	-5%[7.66 µM]	/	/	-4%[9.22 µM]
CCOC(=O)CSC1=C(C#N)C(c2ccc(Cl)cc2)CC(=O)N1 (stereo unspecified)	-12%[38.3 µM]	7%	-7%[46.1 µM]	-10%	-3%	-3%	-2.4%	16%
CN1CCN/C1=C(/C(Cl)=C(Cl)Cl)[N+](=O)[O-]	1%	6%	40%	-1%	0%	-8%	2.3%	1%

Continuation:
SMILES	IMPase Li cell	GoLoco inh red	NPSR antagonist	RECQ1 inh	KinaseGlo FLuc	KDM4E inh	Epigenetic derep	SMN2 splice enh
O=C(O)C1CC=CCC1C(=O)NCc1ccc2c(c1)OCO2 (stereo unspecified)	4%	6%	-1%[46.1 µM]	1%	1%	0%	-1.0%	18%
COc1ccccc1C(c1nnnn1CCc1ccccc1)N1CCCCCC1 (stereo unspecified)	29%[38.3 µM]	0%	?	-8%	4%	-4%	0.0%	3%
O=C(CN1CCCCCCC1)N/N=C/c1ccccc1F	9%	0%	3%	-2%	-1%	-9%	-3.3%	-4%
Cn1c(=O)cc(OCCCC(=O)NCCC2=CCCCC2)c2ccccc21	-1%	-11%	-4%	-6%	-5%	-5%	3.7%	-12%
Cc1ccn2c(Nc3ccc4c(c3)OCO4)c(-c3ccccn3)nc2c1	-5%	-11%	-30%[46.1 µM]	2%	-10%	0%	1.3%	-91%[inhibitor]
COc1cccc(-c2cc(C(=O)N3CCN(C(c4ccccc4)c4ccccc4)CC3)no2)c1	9%[38.3 µM]	0%	?	-9%	1%	6%	-0.2%	-10%
COc1ccc(C(=O)C(Cc2cc(C(C)=O)ccc2OC)N2CCCC2)cc1 (stereo unspecified)	12%	6%	-3%	i	1%	-16%	8.2%	2%
CC1=C(C(=O)Nc2ccccn2)C(c2ccc3c(c2)OCO3)C2=C(CC(C)(C)CC2=O)N1 (stereo unspecified)	-1%	4%	4%	i	-1%	?	2.6%	7%
COc1ccc(-c2csc(NC(=O)c3ccccc3NS(=O)(=O)c3ccc(C)cc3)n2)cc1	16%	-2%	-41%	?	1%	?	0.0%	-102%[inhibitor]
CC/C(=N\NC(=O)c1ccc(Br)cc1)c1ccccc1	2%	-9%	-4%	-10%	-2%	82%[activator]	2.2%	2%
Cc1ccc(C(=O)Nc2ccc3c(c2)CCC3)o1	38%[activator][38.3 µM]	9%	-24%[46.1 µM]	-6%	13µM*	8%	-0.2%	4.5µM*
COc1ccc(CC(=O)OCC(=O)Nc2ccc(Cl)cn2)cc1	14%[38.3 µM]	25%	-12%[46.1 µM]	0%	5%	5%	-6.6%	-2%
CCN(CC)S(=O)(=O)c1ccc2c(c1)nc(SCn1nnc3ccccc3c1=O)n2CC	7%[38.3 µM]	0%	-8%[46.1 µM]	-7%	15%	4%	2.7%	-11%
Cc1ccc(-c2cc(C(=O)Nc3nn[nH]n3)c3ccccc3n2)c(C)c1	7%[38.3 µM]	5%	-1%[46.1 µM]	-6%	0%	?	-1.9%	-2%
COc1ccc(OC)c(S(=O)(=O)NCc2cccnc2)c1	25%[38.3 µM]	8%	-7%[46.1 µM]	1%	1%	4%	-1.1%	?
COC(=O)c1ccc(C(NC(=O)OCc2ccccc2)/C(C)=C/[C@@H](C)C(=O)NCCO)cc1 (stereo partly specified)	5%	-14%	/	-4%	-3%	-10%	-5.4%	7%
CCN(CC)CCNC(=O)c1cccc(NC(=O)C(=O)c2ccccc2NC(C)=O)c1	-1%	-2%	4%	-1%	5%	-3%	1.3%	3%
CC(C)NC(=O)/C(C#N)=C/c1cccc(NC(=O)c2ccccc2Cl)c1	4%	11%	-2%	-1%	-2%	-27%	?	10%
C=C(C)C(=O)c1cccs1	2%	4%	/	1%	2%	5%	0.0%	3%
CC[C@]1(c2ccccc2)NC(=O)N(C)C1=O	3%	-1%[21.6 µM]	/	-2%[25.9 µM]	1%[17.1 µM]	2%[25.5 µM]	-1.4%[16.9 µM]	-8%[20.6 µM]
Cc1cc(C(=O)OCC(=O)N(C)C2CCS(=O)(=O)C2)c(C)n1-c1ccccc1 (stereo unspecified)	2%[38.3 µM]	3%	10%[46.1 µM]	i	-1%	1%	-1.6%	-11%
C(=N\Nc1ccc2nncn2n1)/c1ccco1	/	2%	-10%	-1%	/	-2%	-0.9%	/
O=C(CCN1CCN(c2ccccc2)CC1)NNC(=S)Nc1ccccc1	0%	17%	-1%	19%	6%	5%	4.5%	-8%
O=C1C(C=NCCCN2CCOCC2)=C(O)c2ccccc21	0%[38.3 µM]	-16%	-6%[46.1 µM]	-7%	-3%	-8%	-1.6%	-9%
O=C(CSc1nnc(SCc2ccc(Cl)cc2)s1)N1CCN(C(=O)c2ccco2)CC1	-3%	9%	-15%[46.1 µM]	-11%	1%	-1%	-0.9%	-8%
COc1cccc(Cn2cnc3c([N+](=O)[O-])c(C)c(C)cc32)c1	2%	7%	-18%	i	-1%	-2%	1.3%	-16%
Cc1cc(C)nc(SCC(=O)N2CCOCC2)n1	-1%[38.3 µM]	-5%	1%[46.1 µM]	-8%	-6%	0%	-0.9%	12%
C/C(=N/NC(=O)c1sc(=S)n(C)c1C)c1ccccc1	/	/	?	-11%	/	2%	-0.9%	/
COc1ccc2nc(SCC(=O)c3ccco3)[nH]c2c1	-20%[38.3 µM]	0%	-15%[46.1 µM]	-8%	-7%	15%	0.0%	?
Cn1c(NC(=O)c2cc(-c3ccc4c(c3)OCO4)nc3ccccc23)cc(=O)n(C)c1=O	-8%[38.3 µM]	6%	-13%[46.1 µM]	-14%	?	-13%	-3.2%	10µM*
O=C(CSc1nc(O)c(C2CCCCC2)c(=O)[nH]1)Nc1ccc(Cl)cc1	-10%[38.3 µM]	5%	-15%[46.1 µM]	11%	0%	3%	0.0%	19%
COc1ccc(-n2cc(C#N)c(=O)[nH]c2=O)cc1	-8%	-19%	-11%	9%	1%	-2%	-1.6%	-3%
O=C(Nc1ccc2c(c1)OCCO2)C1CCCN(S(=O)(=O)c2cccnc2)C1 (stereo unspecified)	6%[38.3 µM]	10%	-1%[46.1 µM]	-1%	3%	-1%	-0.8%	-15%
N=C1Sc2ccccc2C2=NCCCN12	18%	-21%	-9%[46.1 µM]	3%	-27%	?	0.0%	-14%
COc1ccc(O)c(-c2cn[nH]c2-c2cccs2)c1	-4%[38.3 µM]	-5%	-3%[46.1 µM]	i	4%	1%	-2.1%	-6%
Cn1cnnc1SCCCN1C(=O)c2cccc3cccc(c23)C1=O	3%	7%	-1%	-7%	0%	?	-0.1%	1%
Cc1oc(-c2ccccc2F)nc1CS(=O)CC(=O)NCc1ccc2c(c1)OCO2 (stereo unspecified)	9%[38.3 µM]	14%	-8%[46.1 µM]	-11%	-4%	-13%	-0.6%	-8%
Cc1ccsc1/C=N/NC(=O)Cn1cnc2ccccc21	-16%	9%	1%	-3%	-1%	3%	-0.9%	-6%[1.84 µM]
O=C(O)/C=C/C(=O)NC1CCCCCCCCCCC1	/	-13%	9%[7.67 µM]	-6%	/	8%	-1.4%	/
Cc1ccc(-n2nnc3c(=O)n(CC(=O)NCc4ccccc4)cnc32)cc1	2%	25%	3%	-6%	0%	-2%	5.7%	-4%
COc1ccc(CCN(C)Cc2ccc(OC)c(OCc3ccccc3)c2)cc1OC	6%[38.3 µM]	0%	3%[46.1 µM]	-7%	-1%	-4%	-1.0%	-2%

A portion of the library; rates above refer to the full screens.
